High-throughput results as filed in PubChem.
Menin-MLL TR inh = menin-MLL binding inhibition, Texas Red mutant peptide; Potency, µM (top dose mostly 61.6 µM), without a hit: at the top dose FP activity change, negative = inhibition, actives largely listed as inhibitors; O00255; 270,000 compounds, 0.23% hits; Menin + Texas Red MLL mutant peptide, fluorescence polarization; active = well fitted inhibition curve with a large enough effect in the polarisation, with a control signal flat, not every such curve was filed as active; inconclusive = small, poorly fitted or top-dose-only effect, or effect the other way, or a change in a side signal; inactive = no such curve, though single readings can be large or run the other way; the % refers to the polarisation; also: potency is read from the fitted curve at half-maximal effect; % of control where 0% means no effect; many of its hits are not listed in these tables
Target sequence (O00255 whole entry, looked up): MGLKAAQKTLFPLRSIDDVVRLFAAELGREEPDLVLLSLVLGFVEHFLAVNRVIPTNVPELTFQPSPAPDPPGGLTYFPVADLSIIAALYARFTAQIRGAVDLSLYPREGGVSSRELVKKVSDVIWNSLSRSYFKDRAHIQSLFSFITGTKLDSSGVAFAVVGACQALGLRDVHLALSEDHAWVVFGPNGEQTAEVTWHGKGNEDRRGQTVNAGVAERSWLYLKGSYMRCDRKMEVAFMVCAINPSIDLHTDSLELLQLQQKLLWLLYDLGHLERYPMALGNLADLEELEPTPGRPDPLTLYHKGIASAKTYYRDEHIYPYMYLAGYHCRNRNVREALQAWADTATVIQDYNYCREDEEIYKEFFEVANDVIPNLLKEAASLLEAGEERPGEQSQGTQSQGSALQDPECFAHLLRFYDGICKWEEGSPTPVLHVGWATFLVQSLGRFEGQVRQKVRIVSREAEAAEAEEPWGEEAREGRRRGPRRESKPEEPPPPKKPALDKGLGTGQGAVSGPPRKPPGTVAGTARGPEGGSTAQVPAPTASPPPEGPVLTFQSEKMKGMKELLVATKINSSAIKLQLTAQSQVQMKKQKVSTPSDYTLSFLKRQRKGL
PKM2 activator = increases activity of human pyruvate kinase M2 | purified PKM2, Kinase-Glo ATP luminescence, activation; response scale: 0% is enzyme alone, no compound | Potency, µM (doses to about 57.5 µM), for inactives: top-dose activation, hits mostly activators | 260,000 compounds, 0.34% hits | AID 1631; also: potency is read from the fitted curve at half-maximal effect; % is scaled to controls: 0 for no effect and ±100 for the full control effect; nearly all actives have a fitted effect of over 55% in size
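Kinase-Glo luminescence reports ATP generated from ADP (0.1 mM) and PEP (0.5 mM) by purified hPK-M2 after 1 h at room temperature, pH 7.2 imidazole buffer; intermediate enzyme activity allows detecting inhibitors and activators.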
KCNH2 3.1 inh = inhibitors of human KCNH2 3.1 potassium channel isoform | U2OS KCNH2 3.1, thallium flux FluxOr; active compounds read low | activity change, % (tested at about 1.8 µM) | 340,000 compounds, 0.95% hits | AID 720553;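 active = maximum activity change below -70%; inconclusive = maximum activity change from -70% to -50%; inactive = maximum activity change above -50%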;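 also: thallium influx rate constant from kinetic fluorescence after stimulation buffer; % is scaled to controls: 0 for no effect and ±100 for the full control effect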
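Measured as rate of thallium-driven FluxOr signal in transduced U2OS cells carrying the 3.1 channel, read kinetically for 2 min upon stimulation; values are rate constants scaled to DMSO control wells.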
Rab9 prom act = activates the Rab9 promoter | 320,000 compounds, 2.8% hits | AID 485297 | Potency, µM (top dose mostly 9.22 µM), for inactives: at the highest dose activation, negative = inhibition, actives largely listed as activators | Huh7 Rab9 promoter-luciferase reporter, luminescence, 24 h; also: potency is read from the fitted curve at half-maximal effect; % of control where 0% means no effect; nearly all actives have a fitted effect of over 60% in size
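Quantitative HTS format; Huh7 Rab9-luciferase reporter cells (1500/well) receive compound 2 h post-plating, incubate 24 h at 37 °C, then get luciferase reagent for 10 min before luminescence reading.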
FLuc modulator = inhibits or activates purified firefly luciferase, miR-21 counter-screen; P08659; purified FLuc, Km substrates, luminescence inhibition; Potency, µM (titrated, usually from 57.5 µM), inactives show at the highest dose activity change, negative = inhibition, actives largely listed as inhibitors; 360,000 compounds, 6.9% hits; AID 588342;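 also: potency is read from the fitted curve at half-maximal effect; plate controls were vehicle for no effect and reference inhibitor for full effect; nearly all actives have a fitted effect of over 55% in size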
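Biochemical qHTS of compounds, final roughly 60 µM downward over six points, against 10 nM purified firefly luciferase using Km concentrations of substrates (10 uM D-luciferin, 10 uM ATP) in Tris acetate pH 7.5 buffer; luminescence output.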
Gal4-VP16 FLuc = counter-screen for ROR gamma inhibitors: Gal4-VP16 reporter; Drosophila S2 Gal4-VP16 UAS-luciferase, luminescence, 20 h; Potency, µM (top dose mostly 53.6 µM), for inactives: at the top dose activity, negative = inhibition, most hits filed as inhibitors; 310,000 compounds, 3.5% hits;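 also: Gal4-VP16 expression switched on by copper sulfate through the metallothionein promoter; potency is read from the fitted curve at half-maximal effect; % is scaled to controls: 0 for no effect and ±100 for the full control effect; nearly all actives have a fitted effect of over 50% in size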
MBNL1 CUG block = blocks human MBNL1 binding to CUG repeat RNA; AID 2675; TR-FRET MBNL1-His/biotin-(CUG)12 binding, 665/545 ratio; Potency, µM (highest dose often 57.5 µM), inactives show at the highest dose activity change, negative = inhibition, most hits filed as inhibitors; 280,000 compounds, 0.036% hits; Q9NR56; active = well fitted inhibition curve with a large enough effect in the signal ratio, with a control signal flat, not every such curve was filed as active; inconclusive = small, poorly fitted or top-dose-only effect, or effect the other way, or a change in a side signal; inactive = no such curve, though single readings can be large or run the other way; the % refers to the signal ratio; also: potency is read from the fitted curve at half-maximal effect; % is scaled to controls: 0 for no effect and ±100 for the full control effect
Target sequence (Q9NR56 whole entry, looked up): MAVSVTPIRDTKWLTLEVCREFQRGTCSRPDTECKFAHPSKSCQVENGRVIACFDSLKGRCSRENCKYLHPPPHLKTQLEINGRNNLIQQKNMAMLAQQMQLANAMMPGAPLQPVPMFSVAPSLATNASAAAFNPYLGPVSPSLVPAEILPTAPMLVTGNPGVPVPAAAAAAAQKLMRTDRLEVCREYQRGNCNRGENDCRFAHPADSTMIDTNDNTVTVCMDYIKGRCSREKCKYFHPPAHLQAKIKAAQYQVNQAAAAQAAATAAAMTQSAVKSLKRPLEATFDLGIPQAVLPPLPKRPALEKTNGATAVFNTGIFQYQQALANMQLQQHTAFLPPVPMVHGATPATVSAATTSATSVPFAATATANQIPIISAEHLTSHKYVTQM
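Compounds (final 92 nM to 58 uM) are added to His-tagged MBNL1 and biotin-(CUG)12, then terbium anti-His antibody and streptavidin-XL665 (5 nM final). After 60 min at room temperature, the 665/545 nm ratio is read.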
ELG1 DNA repair = ELG1-dependent DNA repair inhibition; AID 504467; Potency, µM (highest dose often 46.1 µM), inactives show at the top dose activity change, negative = inhibition, most hits filed as inhibitors; 330,000 compounds, 2.3% hits; HEK293T ELG1-luciferase reporter, luminescence, 16 h; DNA damage induced by 5-fluorouridine; also: potency is read from the fitted curve at half-maximal effect; % is scaled to controls: 0 for no effect and ±100 for the full control effect; nearly all actives have a fitted effect of over 55% in size
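Overnight (16 hr) co-exposure of 2,000 cells/well to 5-fluorouridine and compound at 37 °C preceded detection. Luciferase was quantified via ONE-Glo luminescence; loss of signal denotes inhibition.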
RORgamma inh = inhibitors of mouse ROR gamma transcriptional activity | Drosophila S2 Gal4-RORgamma UAS-luciferase reporter, 20 h | AID 2551 | P51450 | 310,000 compounds, 5.4% hits | Potency, µM (top dose mostly 53.6 µM), without a hit: at the top dose activity change, negative = inhibition, actives largely listed as inhibitors; also: potency is read from the fitted curve at half-maximal effect; % is scaled to controls: 0 for no effect and ±100 for the full control effect; nearly all actives have a fitted effect of over 60% in size
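Stably transfected Drosophila Schneider cells are the test system, with ROR gamma fused to Gal4 and luciferase under UAS control; luminescence is read after 20 hr of 700 uM copper sulfate induction at ambient temperature.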
NPC1 prom act = activates the NPC1 promoter; Huh7 NPC1 promoter luciferase reporter, 24 h; Potency, µM (series often up to 9.22 µM), for inactives: top-dose activation, actives largely listed as activators; 320,000 compounds, 2.4% hits; AID 485313;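 also: potency is read from the fitted curve at half-maximal effect; % of control where 0% means no effect; nearly all actives have a fitted effect of over 60% in size; reporter is driven by a mutant NPC1 promoter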
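NPC1 promoter–luciferase Huh7 cells; 24 h compound; luminescence.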
Mito fusion act = inhibitors of mitochondrial division or activators of mitochondrial fusion. S. cerevisiae fusion-defective mutant growth rescue, CellTiterGlo 48 h. Potency, µM (top dose mostly 46.1 µM), for inactives: at the top dose growth rescue (activation), usual class: activators. 320,000 compounds, 0.23% hits;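 also: potency is read from the fitted curve at half-maximal effect; % of control where 0% means no effect; nearly all actives have a fitted effect of over 45% in size; temperature-sensitive fusion mutants such as fzo1-1 at 37 °C on non-fermentable ethanol glycerol medium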
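Read-out: ATP-based luminescence (CellTiterGlo, 10 min ambient) reporting growth of fusion-defective ts yeast after 48 hours at 37C on glycerol/ethanol YPEG medium in the presence of compound.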
Numbers without * were called inactive; ? = inconclusive; nt = no result given; [ ] = dose if it differs, or a comment. Unless noted, calls follow the shape of the dose curve; as a rule, active = well fitted curve in the direction sought with a large enough effect; inconclusive = small, poorly fitted or top-dose-only effect, or another doubt; inactive = no such curve, though single readings can be large; an effect the other way counts as inactive or inconclusive. The list is partial, so the mix of outcomes need not match the whole.

SMILES	Menin-MLL TR inh	PKM2 activator	KCNH2 3.1 inh	Rab9 prom act	FLuc modulator	Gal4-VP16 FLuc	MBNL1 CUG block	ELG1 DNA repair	RORgamma inh	NPC1 prom act	Mito fusion act
COc1ccc(NC(=S)N2CCN(C/C=C/c3ccccc3)CC2)c(OC)c1	-14%	-25%	-17	-6%	-1%	-9%	-7%	?	-33%	-1%	5%
Cc1ccccc1S(=O)(=O)/N=C(/c1ccccc1)N(C)C	nt	nt	-18	-2%	1%	5%	1%	17%	2%	-8%	2%
CCCc1cc(=O)n2[nH]c(NC(=O)c3ccco3)nc2n1	?	-9%	-32	3%	6%	-8%	1%	-15%	0%	1%	-1%
COc1ccc(Cc2nnc(NC(=O)C(C)(C)C)s2)cc1	-10%	-1%	6	-1%	2%	2%	-6%	1%	-13%	-2%	3%
O=C(CCc1ccccc1)Nc1nccs1	-2%	0%	-11	19%	-19%	-15%	-3%	?	3%	16%	-3%
CC(=O)Nc1sc2c(c1C(c1ccccc1Cl)N1CCN(CCO)CC1)CCCC2 (stereo unspecified)	?	3%	8	-3%	4%	-18%	6%	-2%	20%	-3%	1%
O=C(CCNC(=O)c1ccccc1)NCCc1ccc(Cl)cc1	-1%	nt	32	0%	0%	1%	-2%	-13%	2%	-1%	10%
CCc1cc(-c2n[nH]c(=S)n2-c2ccccc2C)cs1	-8%	1%	29	2%	-2%	5.6µM*	2%	1%	4µM*	-3%	3%
CC(=O)N1CCc2c(sc(NC(=O)CN3C(=O)c4ccccc4C3=O)c2C(N)=O)C1	22%	25%	-12	0%	-1%	16%	4%	14%	-22%	-3%	-1%
COc1cccc(C(=O)Nc2nc3ccc(S(C)(=O)=O)cc3s2)c1	?	-23%	-20	?	6µM*	-11%	17%	?	7.9µM*	?	-4%
COc1ccc(CCNC(=O)c2oc3ccc(OC)cc3c2C)cc1	nt	0%	-22	18%	?	-16%	-4%	4%	11µM*	3%	-1%
CCN1CCN(Cc2c(O)ccc3c2O/C(=C\C=C\c2ccccc2OC)C3=O)CC1	?	-2%	10	2%	4.8µM*	-6%	?	-3%	-23%	-1%	-1%
COc1ccc2[nH]cc(CCNS(=O)(=O)Cc3ccccc3)c2c1	10%	13%	-5	1%	0%	-5%	-1%	-18%	20%	-1%	5%
O=C(COC(=O)c1c(F)cccc1Cl)NC1CCCC1	2%	-1%	-6	20%	?	11%	-1%	?	10%	28%	21%
COc1ccc(N(CC(=O)NCc2cccs2)S(=O)(=O)c2c(C)nn(C)c2C)cc1	2%[11.7 µM]	-4%	0	0%	-7%	-9%	-11%	0%	?	3%	-4%
CCOc1ccc(C(C)=O)cc1COc1ccc(-n2cnnn2)cc1	9%	9%	5	-3%	2%	1%	-2%	?	12%	-7%	9%
O=C(O)CCC(=O)N1CCc2cc(S(=O)(=O)NCc3cccs3)ccc21	1%	28%	5	2%	5%	1%	-3%	16%	6%	-5%	-2%
O=C(CSc1ccc(Br)cc1)NCC(c1cccs1)N1CCOCC1 (stereo unspecified)	nt	nt	15	-9%	-2%	nt	nt	-24%	nt	-4%	10%
COC(=O)c1ccc(COC(=O)CNS(=O)(=O)c2ccc(C)cc2)cc1	0%	0%	-5	11%	-7%	-10%	-3%	?	0%	7%	-10%
COc1ccccc1N1CCN(C(c2cccs2)C(C)NC(=O)c2cccs2)CC1 (stereo unspecified)	-3%	-4%	-9	-2%	0%	-9%	-11%	?	?	-2%	14%
Cc1ccc(C2CC(c3ccc(F)cc3)Nc3nc(N)nn32)cc1 (stereo unspecified)	-10%	-6%	3	-4%	1%	-9%	2%	12%	4%	-2%	-4%
COc1ccc(Cl)cc1NC(=O)CCN1C(=O)C2C3CCC(C3)C2C1=O (stereo unspecified)	-15%	-2%	-6	0%	-2%	11%	-4%	20%	-3%	0%	6%
Cc1onc(-c2ccccc2)c1C(=O)Nc1ccc(-c2nnc3n2CCCCC3)cc1	-10%	3%	15	3%	-1%	-12%	-5%	-16%	?	2%	0%
CCOc1ccc(CCNC(=O)CN2C(=O)NC3(CCCc4ccccc43)C2=O)cc1OCC (stereo unspecified)	nt	nt	2	-3%	-1%	nt	nt	-28%	nt	-3%	-4%
CSc1n[nH]c(NCc2ccc(C)cc2)n1	19%	-11%	-2	?	24µM*	4%	11%	?	-1%	29%	0%
Cc1cc(C)cc(NC(=S)NCCc2ccc(S(N)(=O)=O)cc2)c1	10%	3%	-11	-4%	5%	?	-5%	-14%	10µM*	-4%	-1%
O=C(NC(c1ccccc1)c1ccccc1)c1ccc(Br)o1	-7%	-6%	14	10%	11%	3%	-1%	15%	3%	-4%	-1%
CCC1(C)NC(=O)N(/N=C/c2cc(OC)c(O)c(OC)c2)C1=O (stereo unspecified)	-11%	-5%	-2	-3%	-3%	-16%	?	11%	-13%	-9%	7%
COc1ccc(C)cc1NC(=O)C(Sc1nnc(Nc2ccccc2F)s1)c1ccccc1 (stereo unspecified)	?	0%	-23	-1%	1%	-2%	5%	-29%	-9%	1%	22%
COCCN1CCN(c2cc(-c3ccccc3)nc3cc(-c4cccc(F)c4)nn23)CC1	22%	4%	-1	-3%	1%	-21%	7%	15µM*	?	-6%	?
Cc1ccccc1NC(=O)c1ccc(C)c(S(=O)(=O)N2CCN(C)CC2)c1	15%	1%	6	0%	2%	-1%	0%	5%	-1%	-4%	-1%
C/C(=N/NC(=O)c1cccc(N2CCCC2=O)c1)c1ccncc1	1%	3%	7	3.2µM*	15µM*	-6%	-1%	?	-40%	?	-7%
CC1(C)C(C=C(Cl)Cl)C1C(=O)N1CCN(Cc2ccccc2)CC1 (stereo unspecified)	?	0%	1	-6%	4%	17%	-2%	?	?	-4%	12%
CC(C)C(=O)Nc1c(C(=O)c2ccc(F)cc2)oc2ccccc12	-1%[11.7 µM]	3%	6	4%	1%	-1%	11%	-8%	2%	-1%	0%
CC(=O)Nc1ccc(C(=O)CSc2nnnn2C2CCCC2)cc1	14%	-1%	0	?	?	-4%	-7%	17%	24%	9%	-1%
O=C(NC1CCN(C(=O)Nc2ccc(F)cc2)CC1)c1cccc(F)c1	-2%	-7%	9	1%	0%	1%	1%	-8%	-29%	-2%	4%
O=C(O)[C@H](Cc1ccccc1)NC(=O)N1CCN(c2ccccc2)CC1	nt	-3%	-26	1%	-1%	-2%	-23%	-1%	12%	-5%	-2%
CC(C)Cn1c(SC(C)C(=O)NC2CC2)nnc1-c1ccccc1F (stereo unspecified)	nt	nt	5	-3%	-3%	nt	nt	27%	nt	1%	-1%
CCCCCn1c(=O)c(Cc2ccccc2)c(O)c2ccccc21	16%	4%	-16	0%	8%	-6%	9%	-3%	?	-1%	13%
c1ccc2c(-c3nn4nnnc4c4ccccc34)cccc2c1	0%	-1%	-18	-3%	?	8%	1%	9%	-3%	-4%	27%
CCS(=O)(=O)c1cc([N+](=O)[O-])c(Sc2ccccc2N)s1	nt	13%	-12	14%	4.3µM*	?	nt	?	7.9µM*	2%	5%
CC(C)Oc1cccc(C(=O)Nc2ccc(NC(=O)c3ccco3)cc2)c1	?	2%	11	23%	-18%	-8%	-4%	?	12%	8%	-10%
CCOc1ccc(/C=C2/C(=N)N3OC(C)=CC3=NC2=O)cc1OC	11%	0%	10	-6%	-1%	-12%	-3%	0%	-1%	-4%	14%
O=C1OCCC1Sc1nnc(-c2ccc(Br)cc2)o1 (stereo unspecified)	-1%	?	6	-5%	6µM*	?	3%	7%	?	0%	-4%
O=C(Nc1ccc(Cl)c(Cl)c1)c1ccc(Cn2cc(Cl)cn2)cc1	?	0%	1	28%	19µM*	?	-17%	-14%	?	21%	6%
Cc1ccc(C2CC(c3cccs3)=NN2C(=O)CSc2nc(=O)n3ccc(C)cc3n2)cc1 (stereo unspecified)	nt	nt	nt	1%	5%	nt	nt	?	nt	-1%	17%
COc1ccccc1/C=C/C(=O)NC(=S)N1CCN(C)CC1	nt	nt	-2	3%	?	16µM*	10%	7%	11µM*	1%	-2%
COCc1cc(C)nc(OCC(=O)N/N=C/c2ccc(-c3cc([N+](=O)[O-])ccc3C)o2)c1C#N	2%	0%	10	2%	1%	-8%[0.365 µM]	14%	-17%	20%	8%	2%
